Screening results: PubChem, National Center for Advancing Translational Sciences (NCATS)
Coupling enz: qHTS Assay for Inhibitors of Fructose-1,6-bisphosphate Aldolase from Giardia Lamblia: Coupling assay counterscreen; coupling enzyme system counterscreen, AmpLite Red fluorescence; activity change, negative = inhibition, % at 58.2 µM, hits read low; 290,000 compounds, 0.67% hits; in the data active means activity change below about -30%; further: on the % scale 0 is the no-effect control and ±100 the full control effect
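Compounds tested against the coupling enzymes alone at 57.5 uM final; readout was AmpLite Red fluorescence (525/598 nm) after 20 min at RT.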
CXXC DNA block: qHTS Fluorescence Polarization Assay for Inhibitors of MLL CXXC domain - DNA interaction; Histone-lysine N-methyltransferase 2A (Homo sapiens), Q03164; MLL-CXXC / FITC-HOXA9 DNA fluorescence polarization; Potency, µM (top dose mostly 115 µM), inactives show top-dose activity change, negative = inhibition, actives largely listed as inhibitors; 290,000 compounds, 0.037% hits; active means well fitted inhibition curve with a large enough effect in the polarisation, with a control signal flat, not every such curve was filed as active; inconclusive means small, poorly fitted or top-dose-only effect, or effect the other way, or a change in a side signal; inactive means no such curve, though single readings can be large or run the other way; the % refers to the polarisation; further: potency means the concentration at half of the fitted maximal effect
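Steps: dispense CXXC domain solution (7 uM) → pin compounds or unlabeled HOX-A9 DNA control → 5 min ambient → add FLSN-HOX-A9 solution (50 nM) → spin → 30 min ambient → fluorescence polarization. Tris pH 7.5/NaCl/DTT/BSA buffer.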
MBNL1 CUG block: qHTS Assay for Inhibitors of MBNL1-poly(CUG) RNA binding; Muscleblind-like protein 1 (Homo sapiens), Q9NR56; 280,000 compounds, 0.036% hits; Potency, µM (top dose mostly 57.5 µM), for inactives: at the top dose activity change, negative = inhibition, hits mostly inhibitors; TR-FRET MBNL1-His/biotin-(CUG)12 binding, 665/545 ratio; active means well fitted inhibition curve with a large enough effect in the signal ratio, with a control signal flat, not every such curve was filed as active; inconclusive means small, poorly fitted or top-dose-only effect, or effect the other way, or a change in a side signal; inactive means no such curve, though single readings can be large or run the other way; the % refers to the signal ratio; further: potency means the concentration at half of the fitted maximal effect; on the % scale 0 is the no-effect control and ±100 the full control effect
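TR-FRET between His-tagged MBNL1 and biotin-(CUG)12 RNA, detected with Tb anti-His antibody (0.055 ng/ul) and streptavidin-XL665 (5 nM), 60 min at room temperature. Compounds titrated 92 nM to 58 uM; 665/545 nm ratio normalized to buffer and complex controls.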
hERG WT inh: qHTS for Inhibitors of KCHN2 3.1: Wildtype qHTS. Voltage-gated inwardly rectifying potassium channel KCNH2 (Homo sapiens), Q12809. U2OS, BacMam KCNH2, thallium flux FluxOr; stronger effect = lower value. activity change, % at 1.84 µM. 340,000 compounds, 0.37% hits. AID 720551, 2013;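 active means maximum activity change below -70%; inconclusive means maximum activity change between -70% and -50%; inactive means maximum activity change above -50%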; further: on the % scale 0 is the no-effect control and ±100 the full control effect
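U2OS cells were transduced with wild-type KCNH2 virus (2.03 x 10^8 / mL) for 4 h at room temperature, then cultured overnight at 37 C. Thallium flux was read with FluxOr dye. Rate constants were normalized to DMSO controls.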
KCNH2 3.1 inh: qHTS for Inhibitors of KCHN2 3.1: Mutant qHTS; U2OS KCNH2 3.1, thallium flux FluxOr; stronger effect = lower value; activity change, % (tested at about 1.8 µM); Potassium voltage-gated channel subfamily H member 2, brain isoform KCNH2 3.1 (human); 340,000 compounds, 0.95% hits;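 active means maximum activity change below -70%; inconclusive means maximum activity change from -70% to -50%; inactive means maximum activity change above -50%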;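 further: thallium influx rate constant from kinetic fluorescence after stimulation buffer; on the % scale 0 is the no-effect control and ±100 the full control effect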
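Virally transduced U2OS (3.1 isoform, 4 h infection in dark at RT) → overnight 37 C → FluxOr + Red40 in HBSS/HEPES, 45 min → stimulation buffer, 2 min kinetic read → rate constant vs DMSO controls.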
S-ASM inh: Inhibitors of Secretory Acid Sphingomyelinase (S-ASM): qHTS; placental ASM, HMU-PC fluorogenic substrate, 60 min; Potency, µM (titrated, usually from 57.5 µM), inactives show at the highest dose activity change, negative = inhibition, most hits filed as inhibitors; 340,000 compounds, 0.006% hits; further: potency means the concentration at half of the fitted maximal effect
Target sequence (P17405 47-631 limits assumed): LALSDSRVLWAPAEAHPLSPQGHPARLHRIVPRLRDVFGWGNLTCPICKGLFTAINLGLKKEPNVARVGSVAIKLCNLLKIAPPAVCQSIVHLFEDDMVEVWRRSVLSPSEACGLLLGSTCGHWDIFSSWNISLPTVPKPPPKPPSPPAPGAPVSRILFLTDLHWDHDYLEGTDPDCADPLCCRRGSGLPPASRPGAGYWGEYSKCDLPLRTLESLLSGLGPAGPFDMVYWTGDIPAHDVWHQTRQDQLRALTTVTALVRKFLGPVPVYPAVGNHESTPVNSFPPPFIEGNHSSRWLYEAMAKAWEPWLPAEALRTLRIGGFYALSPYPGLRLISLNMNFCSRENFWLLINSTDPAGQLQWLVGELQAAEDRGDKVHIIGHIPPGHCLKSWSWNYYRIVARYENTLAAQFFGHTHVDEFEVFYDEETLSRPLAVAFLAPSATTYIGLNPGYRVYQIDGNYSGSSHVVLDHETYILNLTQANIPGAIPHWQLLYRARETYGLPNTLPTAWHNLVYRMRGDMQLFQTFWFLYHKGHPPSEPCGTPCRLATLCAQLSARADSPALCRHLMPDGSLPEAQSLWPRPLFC
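HMU-PC0 cleavage (9 uM final) by human placental ASM, 60 min at 37 °C following 10 min compound exposure at RT; stopped at pH 10, fluorescence Ex 386/Em 447 nm.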
GALK inhibitor: qHTS Assay for Inhibitors of Human Galactokinase (GALK) | P51570 | Purified GALK, Kinase-Glo residual ATP luminescence | Potency, µM (series often up to 57.5 µM), for the others: at the highest dose activity change, negative = inhibition, hits mostly inhibitors | 270,000 compounds, 0.007% hits | AID 1868, 2009; further: potency means the concentration at half of the fitted maximal effect; on the % scale 0 is the no-effect control and ±100 the full control effect
Target sequence (P51570 whole entry, looked up): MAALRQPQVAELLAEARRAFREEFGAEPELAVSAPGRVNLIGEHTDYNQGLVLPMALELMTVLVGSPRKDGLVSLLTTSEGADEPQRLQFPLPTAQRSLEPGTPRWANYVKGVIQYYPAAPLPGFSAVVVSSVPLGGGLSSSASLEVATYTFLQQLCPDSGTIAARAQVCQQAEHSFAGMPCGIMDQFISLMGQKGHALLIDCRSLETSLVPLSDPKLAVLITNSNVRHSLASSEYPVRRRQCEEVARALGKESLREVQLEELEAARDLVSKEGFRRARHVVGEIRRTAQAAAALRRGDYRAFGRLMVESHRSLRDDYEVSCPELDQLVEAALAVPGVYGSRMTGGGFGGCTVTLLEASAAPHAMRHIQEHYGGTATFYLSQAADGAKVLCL
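Galactose (100 uM) and ATP (35 uM) were turned over by 5 nM GALK for 1 h at RT. Kinase-Glo Plus then converted the remaining ATP into a luminescent signal.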
A-T KAP1 phos: qHTS Assay for Identifying a Potential Treatment of Ataxia-Telangiectasia; 320,000 compounds, 0.19% hits; Potency, µM (highest dose often 57.5 µM), for the others: top-dose activation, most hits filed as activators; […] A-T fibroblasts, KAP-1 phosphorylation AlphaLISA; neocarzinostatin DNA damage 30 min before lysis; further: potency means the concentration at half of the fitted maximal effect; % of control where 0% means no effect; nearly all actives have a fitted effect of over 45% in size
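hTERT-immortalized A-T patient fibroblasts ([…]), 500 cells/well in OPTI-MEM, 1% FBS, got compounds for 60 min, then NCS for 30 min at 37C. Lysates were then assayed for phospho-KAP-1 by AlphaLISA (anti-pKAP1 donor, anti-KAP1 acceptor beads), 6 hr at 25C.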
Integrin act MD: qHTS for Activators of Integrin-Mediated Alleviation for Muscular Dystrophy. AID 624291, 2012. Potency, µM (highest dose often 38.3 µM), for inactives: top-dose activation, most hits filed as activators. alpha7betagal myoblasts, beta-gal FDG fluorescence, 48 h. 350,000 compounds, 0.064% hits;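 further: potency means the concentration at half of the fitted maximal effect; 100% = response of the positive control SU9516; nearly all actives have a fitted effect of over 60% in size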
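alpha7betagal+/- myoblasts (passage 13, 250/well) treated 48 h at 37C with compounds at 1:260 dilution of DMSO stock. Lysed, then beta-galactosidase activity read as FDG fluorescence (ex 480/em 540) after 30 min, with pre-read for autofluorescence.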
TRPV1 agonist: HTS Assay for Compounds that Act as Agonists of the Vanilloid Receptor 1; 320,000 compounds, 0.19% hits; AID 540275, 2011; Transient receptor potential cation channel subfamily V member 1 (Homo sapiens), Q8NER1; TRPV1-expressing cells, Fluo-8 calcium influx, agonist mode; activation, % at 8.33 µM; in the data active means activation above about 80%; inconclusive means between about 30% and that limit; further: 0% is about no effect
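Fluo-8 calcium influx in TRPV1-expressing cells, kinetic read (ex 480/em 520 nm). Compound added and read 3 min for agonist activity, followed by capsaicin at EC20 final and 2 min further read for enhancement.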
The depositor's hits bear a star; ? = inconclusive; nt = no result given; [ ] = dose if it differs, or a comment. Unless noted, the call rests on the fitted dose curve; in most records, active means well fitted curve in the direction sought with a large enough effect; inconclusive means small, poorly fitted or top-dose-only effect, or another doubt; inactive means no such curve, though single readings can be large; an effect the other way counts as inactive or inconclusive.

SMILES	Coupling enz	CXXC DNA block	MBNL1 CUG block	hERG WT inh	KCNH2 3.1 inh	S-ASM inh	GALK inhibitor	A-T KAP1 phos	Integrin act MD	TRPV1 agonist
N[C@@H](Cc1ccccc1)C(=O)N1CCC(C(=O)N[C@@H](CCC(=O)O)C(=O)O)CC1	1	4%	-4%	24	12	-5%	5%	5%	7%	1
COC(=O)C1CCN(C(=O)Cc2ccc(OC)c(OC)c2)CC1	-1	2%	-6%	-8	11	5%	-3%	-2%	10%	2
C[C@@H]1CN([C@H](C)CO)C(=O)Cc2cc(NC(=O)CCC(F)(F)F)ccc2O[C@@H]1CN(C)C(=O)NC1CCCCC1	nt	nt	nt	1	13	4%	nt	-2%	6%	nt
CN(C)c1nnnn1-c1cccc(Oc2ncc(C(F)(F)F)cc2Cl)c1	-13	-2%	-11%	-13	-10	-2%	-1%	5%	31%	0
O=C(CSCc1nc2scc(-c3cccs3)c2c(=O)[nH]1)Nc1ccccn1	nt	14%	22%	-8	8	1%	1%	2%	7%	-1
Nc1cc(N)nc(SCC(=O)N2CCN(C(=O)c3ccco3)CC2)n1	-1	5%	-6%	-6	6	3%	2%	nt	20%	1
CCOC(=O)C1CCN(C(=O)CS(=O)(=O)Cc2nc(-c3ccccc3Cl)oc2C)CC1	1	nt	-8%	2	-5	2%	nt	-11%	-16%	12
COc1cc(C2C(C#N)=C(N)Oc3c2ccc2ccccc32)ccc1OCC(=O)Nc1ccccc1C (configuration not stated)	-5	26%	12%	3	4	-6%	-3%	8%	-36%	-4
CN(Cc1ccccc1)C(=O)c1ccc(NC(=O)Cc2ccc(NC(=O)C3CCCN(C(=O)C4CCCCC4)C3)cc2)cc1 (configuration not stated)	nt	nt	nt	-1	-16	-9%	nt	nt	-6%	nt
CC(=O)c1ccccc1N(C(=O)c1ccco1)C(C(=O)NC1CCCC1)c1ccc(N2CCOCC2)cc1 (configuration not stated)	3	1%	6%	10	2	4%	6%	-2%	9%	-1
O=C(CC1NCCNC1=O)Nc1ccc2c(c1)OCCO2 (configuration not stated)	-1	-6%	4%	50	-8	1%	-1%	3%	-8%	-2
Cc1nn(CCCC(=O)Nc2cc(Oc3ccccc3)cc([N+](=O)[O-])c2)c(C)c1[N+](=O)[O-]	0	-2%	10%	-3	-6	-30%	3%	3%	-22%	29
CC(C)[C@H](NC(=O)N1c2ccccc2NC(=O)[C@@H]1C(C)C)C(=O)N[C@@H](Cc1ccccc1)C(=O)O	-3	-9%	-10%	2	12	2%	nt	6%	30%	5
COc1ccccc1NC(=O)c1ccc2c(c1)OCO2	1	2%	6%	-5	-22	-1%	0%	-6%	26%	2
O=Cc1c(N2CCC3(CC2)OCCO3)nc2ccccn2c1=O	-1	-1%	20%	-3	-22	1%	-2%	-4%	-12%	2
O=C(CN1CCN(Cc2ccccc2Cl)CC1)N/N=C/c1cccs1	2	5%	9%	7	-4	3%	6%	-4%	0%	4
O=[N+]([O-])c1ccccc1NC(=S)N/N=C/c1ccc(O)c(O)c1	-3	0%	?	14	19	-15%	3%	-4%	6%	2
O=C(NCC1(N2CCOCC2)CCCCC1)c1cccc(S(=O)(=O)Nc2ccc(F)cc2)c1	nt	nt	nt	3	4	2%	nt	2%	-4%	-1
O=C(COC(=O)c1ccc2c(c1)OCCO2)Nc1cc(S(=O)(=O)N2CCOCC2)ccc1Cl	0	1%	-5%	-16	-2	-1%	-1%	9%	-33%[inhibitor]	0
COc1ccc(CNC(=O)c2cc3cccc(O)c3oc2=N)cc1	1	-3%	?	-3	3	-1%	0%	-6%	8%	24
COc1ccc(S(=O)(=O)Nc2ccc(F)c(F)c2)cc1Cl	-1	-8%	?	0	-17	-9%	-1%	0%	23%	1
Cc1cc(/C=C(\C#N)C(N)=O)c(C)n1-c1ccc(N2CCOCC2)c([N+](=O)[O-])c1	1	-8%	?	-5	5	0%	-1%	0%	-28%	8
O=C(COC(=O)CCc1ccc(S(=O)(=O)N2CCOCC2)cc1)NCc1ccccc1Cl	2	5%	3%	4	0	1%	1%	3%	-28%	8
CCC(C)NC(=O)CSc1n[nH]c(-c2cc(Cl)ccc2OC)n1 (configuration not stated)	0	-4%	-1%	-1	-1	-1%	-1%	-3%	10%	-11
S=c1nc(-c2ccccc2)c(-c2ccccc2)n[nH]1	4	1%	15%	1	-8	1%	6%	-5%	20%	-3

Already shown: an excerpt of the list.
SMILES	Coupling enz	CXXC DNA block	MBNL1 CUG block	hERG WT inh	KCNH2 3.1 inh	S-ASM inh	GALK inhibitor	A-T KAP1 phos	Integrin act MD	TRPV1 agonist
O=[N+]([O-])c1ccccc1NC(=S)N/N=C/c1ccc(O)c(O)c1	-3	0%	?	14	19	-15%	3%	-4%	6%	2
O=C(NCC1(N2CCOCC2)CCCCC1)c1cccc(S(=O)(=O)Nc2ccc(F)cc2)c1	nt	nt	nt	3	4	2%	nt	2%	-4%	-1
O=C(COC(=O)c1ccc2c(c1)OCCO2)Nc1cc(S(=O)(=O)N2CCOCC2)ccc1Cl	0	1%	-5%	-16	-2	-1%	-1%	9%	-33%[inhibitor]	0
COc1ccc(CNC(=O)c2cc3cccc(O)c3oc2=N)cc1	1	-3%	?	-3	3	-1%	0%	-6%	8%	24

New compounds follow.
SMILES	Coupling enz	CXXC DNA block	MBNL1 CUG block	hERG WT inh	KCNH2 3.1 inh	S-ASM inh	GALK inhibitor	A-T KAP1 phos	Integrin act MD	TRPV1 agonist
CNS(=O)(=O)c1ccc(C(=O)NCC(=O)NCC2COc3ccccc3O2)cc1 (configuration not stated)	nt	nt	nt	-12	12	-1%	nt	-2%	13%	0
O=c1c2ccccc2nc2n1-c1ccccc1CCC2	3	4%	2%	-3	-2	1%	-1%	4%	-2%	1
O=C(COC(=O)c1cc([N+](=O)[O-])ccc1N1CCOCC1)Nc1c(Cl)cccc1Cl	nt	nt	nt	-8	0	-3%	nt	9%	-24%	1
COC(=O)c1c(NC(=O)c2cccc(S(=O)(=O)N3CCN(C)CC3)c2)sc(C)c1C	nt	nt	nt	-11	9	-5%	nt	0%	-19%	15
CCOC(=O)C1=NOC(CNc2ncc(C(F)(F)F)cc2Cl)C1 (configuration not stated)	1	-3%	-4%	2	22	-1%	-3%	3%	7%	?
COc1ccccc1CCC(=O)Nc1ccc2c(c1)CN(CCCn1cccn1)CC2	nt	4%	11%	-10	-32	5%	0%	0%	-13%	0
COCCNC(=O)c1onc(CSc2ccc(F)c(F)c2)c1C(=O)O	13	8%	?	7	14	-1%	-2%	-10%	-7%	4
COc1cccc(NC(=O)c2cc3ccccc3o/c2=N\O)c1	-1	9%	?	-25	-29	-5%	1%	33%	0%	29
Cc1ccc(-n2cc(C(=O)O)c(=O)cc2C)c(C)c1	-1	5%	nt	0	nt	1%	0%	8%	-3%	24
O=C(NCCCN1CCOCC1)c1ccc(-c2ccc(Cl)cc2)o1	3	7%	16%	4	-15	0%	-1%	1%	-22%	?
CCNC(=S)N(CCc1c(C)[nH]c2ccc(C)cc12)Cc1cccs1	-2	10%	5%	7	-9	-3%	-2%	0%	30%	11
COc1ccc(C(=O)N/C(=C\c2ccccc2)C(=O)NC(CCSC)C(=O)O)cc1 (configuration not stated)	13	-13%	-5%	-3	9	4%	3%	5%	9%	0
NS(=O)(=O)c1ccc(NC(=S)N2CCC(Cc3ccccc3)CC2)cc1	3	-4%	0%	5	10	-4%	6%	-8%	2%	17

Retrieved by compound from above:
SMILES	Coupling enz	CXXC DNA block	MBNL1 CUG block	hERG WT inh	KCNH2 3.1 inh	S-ASM inh	GALK inhibitor	A-T KAP1 phos	Integrin act MD	TRPV1 agonist
CCNC(=S)N(CCc1c(C)[nH]c2ccc(C)cc12)Cc1cccs1	-2	10%	5%	7	-9	-3%	-2%	0%	30%	11
COCCNC(=O)c1onc(CSc2ccc(F)c(F)c2)c1C(=O)O	13	8%	?	7	14	-1%	-2%	-10%	-7%	4
